Screening data (PubChem)
U2OS ROS induce: cancer cell ROS induction; ROS induction (% of piperlongumine), % at 10 µM; U2OS ROS induction, H2DCF-DA fluorescence; hit rate 2% among 46,000; in the data active = ROS induction above about 79%, passing the limit was not always enough; inconclusive = no clear call, values can overlap the other calls;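 also: 0% = DMSO vehicle median and 100% = reference compound median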
Starred values were filed as active, the others as inactive; ? = inconclusive. Some of the compounds tested; count on the stated rates, not on these rows.

Structure | U2OS ROS induce
COc1cc2c(c(OC)c1OC)CCc1cc(O)c(O)cc1-2 | -15
CCn1c2c(c3cc(C4CCCCC4)ccc31)CCCC2=O | -19
CCC(C)Nc1cc(C)c(C#N)c2nc3ccccc3n12 (centres undefined) | 58
C[C@@H]1CN([C@H](C)CO)C(=O)c2cccc(NS(=O)(=O)c3cn(C)cn3)c2O[C@H]1CN(C)S(=O)(=O)c1ccc(Cl)cc1 | -1
C[C@@H]1CCCCO[C@H](CN(C)C(=O)NC2CCCCC2)[C@@H](C)CN([C@H](C)CO)C(=O)c2cc(NC(=O)c3ccncc3)ccc2O1 | -1
CC(C)NC(=O)Nc1ccc2c(c1)CC(=O)N([C@H](C)CO)C[C@@H](C)[C@H](CN(C)C(=O)Nc1ccc(F)cc1)O2 | 13
C[C@H](CO)N1C[C@H](C)[C@@H](CN(C)Cc2ccc(Oc3ccccc3)cc2)OCc2cn(nn2)CCCC1=O | 3
Cn1cnnc1SCc1ccc(-c2csnn2)cc1 | 7
C[C@H]1CN([C@@H](C)CO)C(=O)c2cc(NC(=O)C3CCCCC3)ccc2O[C@H]1CN(C)C(=O)NC1CCCCC1 | 12
C[C@@H]1CN([C@H](C)CO)C(=O)Cc2cc(NC(=O)Nc3ccc4c(c3)OCO4)ccc2O[C@@H]1CN(C)S(=O)(=O)c1ccc(F)cc1 | 2
C[C@@H]1CCCCO[C@H](CN(C)S(C)(=O)=O)[C@@H](C)CN([C@H](C)CO)C(=O)c2cc(NS(=O)(=O)c3ccccc3)ccc2O1 | 0
C[C@@H]1CN([C@H](C)CO)C(=O)c2cccc(NS(C)(=O)=O)c2O[C@@H]1CN(C)C(=O)Nc1ccc(F)cc1 | -12
COc1ccc(S(=O)(=O)Nc2ccc3c(c2)CC(=O)N([C@@H](C)CO)C[C@@H](C)[C@@H](CN(C)Cc2ccc(C(=O)Nc4ccccc4N)cc2)O3)cc1 | ?
C[C@H]1CN([C@@H](C)CO)C(=O)Cc2cc(NC(=O)C3CC3)ccc2O[C@H]1CN(C)C(=O)Nc1ccc(F)cc1 | 0
CC(C)NC(=O)N(C)C[C@@H]1Oc2ccc(NS(=O)(=O)c3cccs3)cc2CC(=O)N([C@H](C)CO)C[C@@H]1C | 10
O=C(CSc1n[nH]c(-c2ccc(Cl)cc2Cl)n1)N1CCc2ccccc21 | -3
C[C@H]1CN([C@@H](C)CO)C(=O)c2cc(N(C)C)ccc2O[C@H]1CN(C)C(=O)Nc1ccccc1 | 8
C[C@@H]1CN([C@@H](C)CO)C(=O)Cc2cc(N(C)C)ccc2O[C@@H]1CN(C)C(=O)Nc1ccc(C(F)(F)F)cc1 | -1
COc1cccc(S(=O)(=O)N(C)C[C@H]2OCc3cnnn3CCCC(=O)N([C@@H](C)CO)C[C@@H]2C)c1 | 4
Cc1noc(C)c1NC(=O)N(C)C[C@H]1Oc2ccc(NC(=O)NC(C)C)cc2CC(=O)N([C@@H](C)CO)C[C@H]1C | -8
C[C@H](CO)N1C[C@H](C)[C@@H](CN(C)Cc2ccncc2)Oc2ccc(N(C)C)cc2C1=O | -2
O=C(NC1CCCc2ccccc21)C1=Cc2cc(Cl)ccc2OC1 (centres undefined) | 9
COC(=O)C1=C(C)Nc2ncnn2C1c1ccc(OCC(=O)N2CCOCC2)c(OC)c1 (centres undefined) | 41
O=C(NO)c1cccc(C(=O)N/N=C/c2ccccc2C(=O)O)c1 | -7
Cc1ccc(O)c(C(C)(C)C)c1 | -7
CC(C)NC(=O)N(C)C[C@@H]1Oc2ccc(NC(=O)C3CCCCC3)cc2CC(=O)N([C@@H](C)CO)C[C@@H]1C | 0
CCOC(=O)NC1C=CS(=O)(=O)C1 (centres undefined) | 6
COc1cccc(-c2cnc3c(c2)C(=O)N([C@H](C)CO)C[C@H](C)[C@H](CN(C)S(=O)(=O)c2cccs2)O3)c1 | 7
C[C@@H]1CN([C@@H](C)CO)C(=O)CCCn2nncc2CO[C@H]1CN(C)S(=O)(=O)c1cn(C)cn1 | -10
Cc1nc2ccccc2n1CC(O)COc1ccc(C(C)C)cc1 (centres undefined) | 2

Entries shown so far that have a thiophene ring, fused or not, in the order listed:
Structure | U2OS ROS induce
CC(C)NC(=O)N(C)C[C@@H]1Oc2ccc(NS(=O)(=O)c3cccs3)cc2CC(=O)N([C@H](C)CO)C[C@@H]1C | 10
COc1cccc(-c2cnc3c(c2)C(=O)N([C@H](C)CO)C[C@H](C)[C@H](CN(C)S(=O)(=O)c2cccs2)O3)c1 | 7

A different layout for some results above:
> C[C@@H]1CN([C@H](C)CO)C(=O)c2cccc(NS(=O)(=O)c3cn(C)cn3)c2O[C@H]1CN(C)S(=O)(=O)c1ccc(Cl)cc1
  U2OS ROS induce: -1
> C[C@H]1CN([C@@H](C)CO)C(=O)c2cc(NC(=O)C3CCCCC3)ccc2O[C@H]1CN(C)C(=O)NC1CCCCC1
  U2OS ROS induce: 12
> COc1ccc(S(=O)(=O)Nc2ccc3c(c2)CC(=O)N([C@@H](C)CO)C[C@@H](C)[C@@H](CN(C)Cc2ccc(C(=O)Nc4ccccc4N)cc2)O3)cc1
  U2OS ROS induce: ?

(next part)
Structure | U2OS ROS induce
Cc1ccc(S(=O)(=O)Nc2ccc3c(c2)C(=O)N([C@@H](C)CO)C[C@H](C)[C@@H](CN(C)S(=O)(=O)c2ccc(Cl)cc2)O3)cc1 | ?
C[C@H]1CN([C@@H](C)CO)C(=O)c2cc(NC(=O)C3CC3)ccc2O[C@@H]1CN(C)Cc1ccc(C(=O)Nc2ccccc2N)cc1 | 2
O=C(N[C@@H](CO)[C@H](O)c1ccc([N+](=O)[O-])cc1)C(Cl)Cl | 7
COc1ccccc1NC(=O)CSc1nnc(-c2ccccc2)n1-c1cccc(C)c1 | 9
C[C@H](CO)N1C[C@H](C)[C@H](CN(C)C(=O)Nc2ccc(F)cc2)Oc2c(NS(C)(=O)=O)cccc2C1=O | 62
C[C@@H]1CCCCO[C@H](CN(C)C(=O)Nc2ccc3c(c2)OCO3)[C@@H](C)CN([C@H](C)CO)C(=O)c2cc(NC(=O)Nc3ccc(F)cc3)ccc2O1 | 26
COc1ccc(CN(C)C[C@@H]2Oc3ccc(NS(=O)(=O)c4ccc(Cl)cc4)cc3C(=O)N([C@H](C)CO)C[C@@H]2C)cc1 | 13
Cc1ccc(N(CC(O)Cn2c3ccccc3c3ccccc32)S(C)(=O)=O)c(C)c1 (centres undefined) | -1
CNC[C@@H]1Oc2c(NS(=O)(=O)c3cn(C)cn3)cccc2C(=O)N([C@H](C)CO)C[C@H]1C | -8
C[C@H]1CN([C@@H](C)CO)C(=O)Cc2cc(NC(=O)CCCCCC(=O)Nc3ccccc3N)ccc2O[C@@H]1CN(C)C(=O)NC1CCCCC1 | 10
C[C@@H]1CCCCO[C@@H](CN(C)Cc2ccc(C(F)(F)F)cc2)[C@@H](C)CN([C@H](C)CO)C(=O)c2cc(NC(=O)CCCCCC(=O)Nc3ccccc3N)ccc2O1 | 45
CCC(C)[C@H]1C(=O)O[C@H](C(C)C)C(=O)N(C)[C@@H](C(C)C)C(=O)O[C@H](C(C)C)C(=O)N(C)[C@@H](C(C)C)C(=O)O[C@H](CC(C)C)C(=O)N1C (some centres undefined) | -4
Cc1c(-c2nnnn2-c2ccc(F)cc2)cnc2cc3c(cc12)OCO3 | -1
COc1ccc(S(=O)(=O)Nc2ccc3c(c2)C(=O)N([C@H](C)CO)C[C@H](C)[C@@H](CN(C)C(=O)NC(C)C)O3)cc1 | -7
CC(C)(C)OC(=O)N1C(N)=C(C#N)C2(CCOCC2)c2[nH]c(C(F)(F)F)nc21 | 3
COc1ccc(-c2ccnc(SCc3ccc(Cl)cc3Cl)n2)cc1 | 10
C[C@H]1CN([C@@H](C)CO)C(=O)c2cccc(NC(=O)c3ccncc3)c2O[C@@H]1CN(C)Cc1ccc(Cl)c(Cl)c1 | 25
CC(=O)Oc1ccc(-c2coc3cc(OC(C)=O)cc(OC(C)=O)c3c2=O)cc1 | 26
COc1ccc(S(=O)(=O)N(C)C[C@@H]2Oc3ccc(NC(=O)Nc4ccc(F)cc4)cc3C(=O)N([C@H](C)CO)C[C@@H]2C)cc1 | 130*
O=[N+]([O-])c1cc(C(F)(F)F)ccc1NCCNS(=O)(=O)c1ccc2ccccc2c1 | 23
COc1ccc(NC(=O)Nc2ccc3c(c2)C(=O)N([C@H](C)CO)C[C@@H](C)[C@H](CN(C)S(C)(=O)=O)O3)cc1 | -6
Cc1noc(C)c1NC(=O)Nc1ccc2c(c1)C(=O)N([C@H](C)CO)C[C@H](C)[C@H](CN(C)C(=O)Nc1ccc(F)cc1)OCCCC[C@@H](C)O2 | 6
C[C@H]1CN([C@@H](C)CO)C(=O)c2cccc(NC(=O)C3CCCCC3)c2O[C@@H]1CN(C)C(=O)Nc1ccc(F)cc1 | -10
CSc1nc(C)cc(SCC(=O)Nc2ccccc2)n1 | 6
COc1ccc(Cl)cc1S(=O)(=O)Nc1ccc(Cl)cn1 | 0
C[C@H](CO)N1C[C@H](C)[C@H](CN(C)Cc2ccc(C(=O)O)cc2)Oc2c(NS(=O)(=O)c3ccc(F)cc3)cccc2C1=O | 0
C[C@@H]1CN([C@@H](C)CO)C(=O)c2cccc(NC(=O)C3CCOCC3)c2O[C@H]1CN(C)Cc1ccc(C(F)(F)F)cc1 | 15
COc1ccc(S(=O)(=O)Nc2cccc3c2O[C@@H](CN(C)Cc2ccc(-c4ccccc4)cc2)[C@H](C)CN([C@H](C)CO)C3=O)cc1 | 47
CCc1cc(=O)oc2c(C)c(O)ccc12 | -4
O=C(CCCCCCC(=O)Nc1ccccc1O)N/N=C/c1ccc(S(=O)(=O)O)o1 | 15
Cc1cccc(C)c1NC(=O)CN(c1ccc(Br)cc1)S(C)(=O)=O | -2
C[C@H]1CN([C@@H](C)CO)C(=O)Cc2cc(NC(=O)Nc3ccc(F)cc3)ccc2O[C@H]1CN(C)S(=O)(=O)c1ccccc1 | 14
C[C@H](CO)N1C[C@H](C)[C@H](CN(C)Cc2ccncc2)Oc2ccc(NS(=O)(=O)c3ccc(Cl)cc3)cc2CC1=O | 26
C[C@@H]1CN([C@H](C)CO)C(=O)c2cccc(NC(=O)Nc3ccc4c(c3)OCO4)c2O[C@H]1CN(C)C(=O)Nc1cccc2ccccc12 | -5
C[C@H](CO)N1C[C@H](C)[C@H](CN(C)C(=O)Nc2ccccc2)Oc2ccc(NS(=O)(=O)c3cccs3)cc2CC1=O | 1
COc1ccc(NC(=O)N(C)C[C@@H]2Oc3ccc(NC(=O)CCC(F)(F)F)cc3C(=O)N([C@H](C)CO)C[C@@H]2C)cc1 | 1
C[C@H](CO)N1C[C@H](C)[C@H](CN(C)C(=O)Nc2ccc(F)cc2)Oc2ncc(-c3ccccc3)cc2C1=O | 42
CNC[C@H]1Oc2c(NC(=O)C3CCCCC3)cccc2C(=O)N([C@H](C)CO)C[C@H]1C | 2
Cc1ccc(NC(=O)COc2ccc(C(=O)Nc3cccc(C)c3C)cc2)cc1 | -10
COc1ccc(CNC(=O)C2CCN(S(C)(=O)=O)CC2)cc1 | -11
Cc1cc(C(F)(F)F)nc(SCC(=O)Nc2cccc(Cl)c2Cl)n1 | -3
C[C@H](CO)N1C[C@H](C)[C@@H](CN(C)CC2CC2)Oc2ccc(NS(=O)(=O)c3ccc(Cl)cc3)cc2C1=O | 13
Cc1ccc(S(=O)(=O)Nc2ccc3c(c2)CC(=O)N([C@@H](C)CO)C[C@@H](C)[C@@H](CN(C)Cc2ccc(C(F)(F)F)cc2)O3)cc1 | 38
CCCCc1ccc(NC(=O)N=S2CCN(c3ncc(C(F)(F)F)cc3Cl)CC2)cc1 | -1
CN(c1cccc(NC(=O)c2ccc(N(C)S(=O)(=O)c3ccccc3)cc2)c1)S(C)(=O)=O | 3
COc1ccc(S(=O)(=O)Nc2ccc3c(c2)C(=O)N([C@H](C)CO)C[C@@H](C)[C@@H](CN(C)S(=O)(=O)c2c(C)noc2C)O3)cc1 | 2
C=CCN(CC=C)C(=O)c1cccc(OC)c1 | -1
CCN(CC)S(=O)(=O)c1c(C)cc(C)cc1C | 7
C[C@@H]1CN([C@@H](C)CO)C(=O)Cc2cc(NC(=O)Nc3ccc(C(F)(F)F)cc3)ccc2O[C@@H]1CN(C)Cc1ccccc1 | 5
C[C@H]1CN([C@@H](C)CO)C(=O)Cc2cc(NC(=O)Cc3ccccc3)ccc2O[C@H]1CN(C)S(C)(=O)=O | 14
C[C@H]1CN([C@@H](C)CO)C(=O)c2cccc(NS(=O)(=O)c3cccs3)c2O[C@H]1CN(C)S(=O)(=O)c1ccc(Cl)cc1 | -3
C[C@H]1CN([C@@H](C)CO)C(=O)c2cc(NS(=O)(=O)c3ccc(F)cc3)ccc2O[C@@H]1CN(C)Cc1ccccc1 | 10
C[C@H]1CN([C@@H](C)CO)C(=O)c2cc(NC(=O)CCCCCC(=O)Nc3ccccc3N)ccc2O[C@H]1CN(C)S(=O)(=O)c1ccccc1 | -3
COc1ccc(OC)c(NC(=O)COc2ccc3c4c(c(=O)oc3c2C)CCC4)c1 | 13
CN(CC(=O)Nc1ccncc1)S(=O)(=O)c1ccc(Cl)cc1 | -4
C[C@H]1CN([C@@H](C)CO)C(=O)c2cccc(NC(=O)C3CCCCC3)c2O[C@H]1CN(C)Cc1ccc(C(=O)O)cc1 | -4
CC(=O)Nc1cc(C(=O)NCCCN2CCC(C)CC2)ccc1S(=O)(=O)c1ccc(Cl)cc1 | -1
C[C@@H]1CN([C@@H](C)CO)C(=O)c2cc(NS(=O)(=O)c3cccs3)ccc2O[C@H]1CN(C)C(=O)NC1CCCCC1 | -4
O=C(NCCCCCNC(=O)/C(Cc1ccccc1)=N/O)OCc1ccccc1 | 16
C[C@@H]1CCCCO[C@@H](CN(C)S(=O)(=O)c2ccccc2)[C@@H](C)CN([C@H](C)CO)C(=O)c2cc(NC(=O)NC3CCCCC3)ccc2O1 | 13
COC(=O)c1cc(C)nc(Sc2ccccc2NC(C)=O)n1 | 16
Cc1cc(-c2noc(-c3snnc3C)n2)no1 | -5
O=C(CSCC(=O)c1ccc2c(c1)Cc1ccccc1-2)Nc1ccccc1 | 26
